Compound activity from PubChem.
TDP2 absorb: blocks human TDP2 phosphodiesterase activity. inhibition, % at 12.8 µM. O95551. 370,000 compounds, 0.34% hits. AID 720702. recombinant TDP2, T5PNP hydrolysis, p-nitrophenol absorbance 415 nm;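 active means inhibition above the mean of all tested compounds plus 3 SD, set per campaign, cut at about 25% in these data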;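 further: 0% = DMSO with enzyme and 100% = buffer with substrate but no TDP2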
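Evaluation: % inhibition relative to enzyme-containing and enzyme-free wells. Material: recombinant human TDP2. Benchmarks: enzyme-free and DMSO wells. Timing: enzyme reaction with compound for 2 h at 37 °C. Compound dosing: 12.8 µM only. Measured by: p-Nitrophenol epi absorbance. Reagent: T5PNP substrate at 5 mM, a TopII-DNA adduct mimic. Replication: single well per compound.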
PLC-gamma1 inh: blocks human PLC-gamma1 enzyme activity; AID 720700; inhibition, % at 12.2 µM; purified PLC-gamma1, fluorogenic substrate, fluorescence; P19174; 370,000 compounds, 0.84% hits; in the data active means inhibition above about 9.5%
ARFGAP1 inh: inhibitors of rat ARFGAP1 | 360,000 compounds, 0.26% hits | inhibition, % at 16.5 µM | Arfgap1-stimulated ARF1 GTP hydrolysis, GDP FP detection;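 active means inhibition above a per-plate limit, mean inhibition of low control wells plus 3 SD, cut at about 25% in these data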;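 further: 0% = DMSO wells with enzyme and 100% = wells lacking Arfgap1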
Target sequence (Q62848 1-136 limits assumed): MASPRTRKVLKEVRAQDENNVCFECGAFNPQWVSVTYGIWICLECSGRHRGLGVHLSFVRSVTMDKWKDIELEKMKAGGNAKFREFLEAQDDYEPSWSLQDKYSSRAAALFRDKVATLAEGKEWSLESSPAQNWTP
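Material: rat Arfgap1 catalytic domain, aa 1-136; also added: human ARF1(Δ1-17)-GTP substrate; compound dosing: one concentration, 16.5 µM, DMSO 1.26%; incubation: GTP hydrolysis reaction 2 h at 25 °C; measured by: Tracer-displacement fluorescence polarization with EDTA stop, 620/688 nm; evaluation: % inhibition from polarization; repeats: one replicate per compound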
DDE Tn7 FP inh: DD(E)-Tn7 binding inhibition, primary FP screen | P02675 | FP displacement of FITC-Tn7 peptide from fibrin DD(E); 0% = median of compound wells per plate | inhibition, % at 8.3 µM | 370,000 compounds, 0.13% hits;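 active means inhibition above the mean of compounds falling within the control limits plus 3 SD of them, cut at about 14% in these data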;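 further: 0% = plate median of compound wells and 100% = 10 µM Aha-Tn7 peptide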
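system = human fibrin DD(E) protein | quantity = DD(E) 2 µM final | medium = Tris/NaCl/CaCl2 buffer, pH 7.8 | also added = labelled Tn7 tracer, 0.1 µM | compound dosing = single point at 8.3 µM | timing = compound with protein 10 min, then 3 h after probe, room temperature | signal = FP measurement | benchmarks = Aha-Tn7 high control | repeats = one replicate per compound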
Tn6 DDE FP: DD(E)-Tn6 binding inhibition, primary FP screen | Fibrin DD(E) TRITC-Tn6 fluorescence polarization displacement | inhibition, % at 8.3 µM | 370,000 compounds, 0.21% hits | AID 720509;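 active means inhibition above a per-campaign cutoff: mean of compounds within control limits plus 3 SD, cut at about 15% in these data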;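 further: 0% = median of all compound wells on the plate and 100% = blocking peptide control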
ASAP1 GAP inh: blocks human ASAP1-stimulated Arf1 GTP hydrolysis. GDP FP detection. inhibition, % at 16.5 µM. 360,000 compounds, 0.19% hits. AID 624377; in the data active means inhibition above about 25%;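 further: 0% = vehicle with enzyme and substrate and 100% = no enzyme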
Target sequence (Q9ULH1 325-724 limits assumed): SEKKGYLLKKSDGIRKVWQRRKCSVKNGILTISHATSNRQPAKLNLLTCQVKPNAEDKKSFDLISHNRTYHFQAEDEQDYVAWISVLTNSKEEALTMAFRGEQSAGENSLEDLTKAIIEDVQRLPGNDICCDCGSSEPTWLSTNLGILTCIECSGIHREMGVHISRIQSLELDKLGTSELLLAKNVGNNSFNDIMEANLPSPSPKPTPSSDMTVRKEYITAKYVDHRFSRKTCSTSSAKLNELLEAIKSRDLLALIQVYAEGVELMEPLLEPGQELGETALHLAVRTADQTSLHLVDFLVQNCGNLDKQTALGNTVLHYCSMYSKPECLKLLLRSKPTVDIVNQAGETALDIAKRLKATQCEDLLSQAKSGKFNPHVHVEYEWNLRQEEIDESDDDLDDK
ADAM10 inh: inhibits human ADAM10; O14672; recombinant ADAM10, EDANS/DABCYL FRET peptide cleavage, 3 h; inhibition, % at 7 µM; 370,000 compounds, 0.62% hits; AID 720582;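 active means inhibition above a per-campaign cutoff equal to the mean of compounds falling between control-based bounds plus 3 SD, cut at about 20% in these data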;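 further: 0% = DMSO wells while the 100% control is not disclosed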
Target sequence (O14672 214-748 limits assumed): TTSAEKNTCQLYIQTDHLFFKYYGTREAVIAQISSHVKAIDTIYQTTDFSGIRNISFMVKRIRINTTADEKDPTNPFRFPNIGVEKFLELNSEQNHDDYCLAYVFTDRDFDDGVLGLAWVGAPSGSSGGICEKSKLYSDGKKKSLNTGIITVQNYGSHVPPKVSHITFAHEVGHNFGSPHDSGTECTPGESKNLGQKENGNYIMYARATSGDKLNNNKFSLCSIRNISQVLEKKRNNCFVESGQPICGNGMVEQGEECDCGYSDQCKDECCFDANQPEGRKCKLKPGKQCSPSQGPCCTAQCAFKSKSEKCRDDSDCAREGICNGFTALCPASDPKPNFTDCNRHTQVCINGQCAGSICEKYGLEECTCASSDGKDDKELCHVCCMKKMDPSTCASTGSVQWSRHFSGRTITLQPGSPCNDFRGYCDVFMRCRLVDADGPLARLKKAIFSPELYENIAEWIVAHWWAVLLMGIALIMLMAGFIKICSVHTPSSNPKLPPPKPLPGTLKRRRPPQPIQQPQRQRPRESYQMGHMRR
ADAM17 inh: inhibits human ADAM17 | 370,000 compounds, 0.83% hits | recombinant ADAM17, EDANS/DABCYL FRET peptide cleavage | P78536 | AID 720648 | inhibition, % at 6.95 µM;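 active means inhibition above the mean of compounds lying between control limits plus 3 SD, set per campaign, cut at about 8.5% in these data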;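 further: 0% = DMSO-only wells as the low control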
SIAE primary: inhibitors of human sialic acid acetylesterase SIAE. Q9HAT2. SIAE FP-Rh probe binding, fluorescence polarization. inhibition, % at 9.66 µM. 370,000 compounds, 0.69% hits. AID 1053197;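 active means inhibition above a cutoff: mean of compounds within the control limits plus 3 SD of those, cut at about 17% in these data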;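 further: 0% = plate median of compound wells and 100% = probe without SIAE protein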
PLC-beta3 inh: blocks human PLC-beta3 enzyme activity; Q01970; Purified PLC-beta3, fluorogenic substrate, fluorescence; inhibition, % at 12.2 µM; 370,000 compounds, 0.18% hits; in the data active means inhibition above about 11%;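 further: 0% = median of compound wells on plate and 100% = full blocker control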
An asterisk follows results filed as active; i = inactive; . = no result given.

Results follow in this order: TDP2 absorb, PLC-gamma1 inh, ARFGAP1 inh, DDE Tn7 FP inh, Tn6 DDE FP, ASAP1 GAP inh, ADAM10 inh, ADAM17 inh, SIAE primary, PLC-beta3 inh
1: CC(NC(=O)CCCCCCN1C(=O)c2ccccc2C1=O)c1ccc2c(c1)CCCC2 (stereo not given)
→ 7.2, -3.1, 4.7, 6.5, 2.5, -4.0, 2.2, -2.8, -27.3, -0.8
2: CCNC(=O)C(=O)N/N=C/c1cc([N+](=O)[O-])ccc1O
→ -13.2, 1.6, 1.1, 1.6, -0.5, -2.0, 8.2, 1.1, 1.9, 1.6
3: O=C(/C=C/c1cccc([N+](=O)[O-])c1)Nc1cccc(NC(=O)c2ccco2)c1
→ 6.2, 4.2, 10.2, -0.7, -9.9, 13.8, 13.0, 4.2, -18.8, 3.9
4: O=C(CSc1ncc(-c2ccccc2)[nH]1)Nc1ccccc1
→ 4.5, 3.5, -12.5, -1.2, -6.5, -5.3, 6.7, 2.9, 6.3, 5.7
5: COc1ccc(S(=O)(=O)N(C)CC(=O)Nc2ccccc2SC)cc1
→ 3.6, 2.2, -6.1, 2.8, 4.4, -12.0, 2.0, -1.2, -7.5, 3.6
6: O=C(NCCN1CCOCC1)C(=O)NCC1OCCN1S(=O)(=O)c1ccc(F)cc1 (stereo not given)
→ -8.5, 1.5, 5.5, 0.0, 3.8, -4.7, -8.8, -1.2, -2.5, -3.9
7: Cc1cc([N+](=O)[O-])cc(/C=N/n2c(C)nc3ccccc3c2=O)c1O
→ -0.4, -2.5, 1.2, 6.9, -0.4, -10.1, 4.9, -3.5, 10.5, 1.2
8: Cc1c(Cl)cccc1NC(=S)N1CCCN(Cc2ccc(F)cc2)C1
→ 1.5, 5.1, -7.0, 9.8, 4.0, 6.5, 5.8, -2.5, -61.2, -4.1
9: Cc1cc(C)c2nc(NC(=O)c3ccc(OCC4CCCO4)cc3)sc2c1 (stereo not given)
→ -17.1, 1.8, 3.5, -13.0, 5.8, 7.9, 7.6, 2.6, 1.6, -3.1
10: CC(NC(=O)COC(=O)c1ccccc1O)c1ccccc1 (stereo not given)
→ 5.4, -0.1, -2.0, 1.4, 1.7, 5.5, -14.3, -1.4, -0.1, -0.9
11: Cc1ccc(-n2c(SCC(=O)N(C)C)nnc2-c2ccco2)cc1
→ 1.1, -5.3, -7.5, 6.3, -0.9, -10.1, -6.5, -4.4, -6.6, -11.9
12: Cc1cccc(C)c1NC(=O)CSc1nnc(NC(=O)c2ccccc2C(=O)O)s1
→ -25.5, 2.7, 4.8, -4.8, -7.1, 2.5, 8.9, 4.7, 6.2, 2.8
13: O=C(NCc1cccs1)c1ccc(CS(=O)(=O)c2ccc(Cl)cc2)o1
→ -3.0, 3.9, -1.1, 7.5, 1.8, 14.2, 5.9, -0.5, -3.3, -2.4
14: Cc1noc(C)c1COC(=O)c1ccccc1NC(=O)Cc1ccccc1
→ -4.9, -0.8, -1.8, -9.1, -8.7, 3.6, 0.3, -0.4, -3.7, -0.7
15: CCOC(=O)C(=C1Nc2ccccc2N1)n1c(-c2cnccn2)nc2ccccc21
→ 2.6, -46.9, 1.6, 7.6, 2.2, 4.4, -31.1, -9.6, 1.4, -64.1
16: COc1cc2c(c(OC)c1OC)C(c1ccc(C)cc1)CC(=O)O2 (stereo not given)
→ 11.3, 1.5, -2.6, 10.7, 1.8, 6.5, 7.3, 0.6, -4.1, 0.5
17: COc1cc(CC(=O)Nc2ccc3nc(SC)sc3c2)cc(OC)c1OC
→ 16.7, -1.2, 5.5, 2.0, -3.0, 3.0, 9.7, 1.0, -1.3, -4.8
18: CC(NC(=O)CN1CCN(c2ccccc2F)CC1)c1ccccc1 (stereo not given)
→ -2.8, -1.3, -7.3, -4.5, -3.2, 17.0, -3.7, -2.3, -5.6, 0.3
19: Cc1cn(CC(=O)N[C@H](CO)Cc2c[nH]c3ccccc23)c(=O)[nH]c1=O
→ -8.2, -0.7, -5.5, -4.7, -1.1, -4.0, -7.4, 3.0, 0.0, -0.8
20: N#CCCn1ncn(-c2ccccc2)c1=S
→ -6.0, 1.9, 0.5, -1.2, 3.0, -6.4, 3.5, -0.4, -2.3, 2.8
21: COc1ccc(Cc2c(O)nc(SCC(=O)N3CCOCC3)[nH]c2=O)cc1
→ 1.8, -15.5, 12.4, 3.8, 9.1, -16.0, -2.4, -0.8, 11.3, -2.0
22: Cc1cc(C)c(C#N)c(Nc2ccc(F)cc2)n1
→ -2.9, -10.3, -10.6, 5.1, 4.9, 0.2, -2.9, -3.0, -1.7, -17.1
23: CCCC1=NN(c2ccc([N+](=O)[O-])cc2)C(=O)/C1=C\N(C)C
→ 5.7, 6.4, 2.1, -2.5, -7.0, 3.5, 5.9, 4.9, 0.1, 1.7
24: COc1ccc(C(=O)NCC(=O)OCCOc2ccc(Cl)cc2)cc1OC
→ -0.2, 1.7, 7.3, 2.3, -1.0, -7.6, -14.6, -5.5, 1.9, -3.5
25: CCCCCN1CCCCC(NC(=O)c2c(F)cccc2F)C1=O (stereo not given)
→ -11.7, 0.4, ., -3.5, -0.2, ., 3.5, -1.7, 9.5, 2.0
26: COc1ccc(C(=O)NCC(c2cccnc2)N2CCN(c3ccccc3)CC2)cc1OC (stereo not given)
→ 12.3, -2.6, 15.8, -5.0, -2.9, -6.2, -5.1, 0.2, 2.9, 1.3
27: CC(CCc1ccccc1)NC(=O)CNc1cccc([N+](=O)[O-])c1 (stereo not given)
→ 5.3, -1.6, -4.0, 1.7, 1.0, -3.9, -3.0, -4.5, 4.9, -7.4
28: COc1ccccc1NC(=O)Cc1nnc(SCC(=O)c2ccccc2)n1C
→ 1.1, 0.0, -1.2, -5.5, 2.6, -1.3, 0.6, 0.2, 1.8, -4.2
29: c1ccc(-c2nnc(CN3CCC4(CC3)OCCO4)o2)cc1
→ -6.1, 7.9, -11.7, -2.0, -1.0, -8.2, 7.5, 1.9, -1.3, 1.2
30: CCOc1ncccc1C(=O)Nc1ccc(S(=O)(=O)Nc2cc(C)nc(C)n2)cc1
→ -6.2, -6.4, -12.7, 5.7, 4.5, -13.0, -7.8, 0.4, 7.3, -4.5

Next compounds:
entry	smiles	TDP2 absorb	PLC-gamma1 inh	ARFGAP1 inh	DDE Tn7 FP inh	Tn6 DDE FP	ASAP1 GAP inh	ADAM10 inh	ADAM17 inh	SIAE primary	PLC-beta3 inh
31	O=C(NCC(c1ccco1)N1CCN(c2ccc(F)cc2)CC1)C(=O)NC1CC1 (stereo not given)	0.9	1.3	15.9	-3.8	0.7	-5.6	-8.0	-5.7	-7.7	-8.5
32	COc1ccc(CCC(C)N2CCC(Oc3ccc(C(=O)N4CCCC4)cc3)CC2)cc1 (stereo not given)	4.3	3.4	-1.6	-4.1	-1.3	1.1	-18.8	-3.3	-0.1	-7.5
33	COC(=O)C(NC(=O)c1c(C)nn(C)c1Cl)c1ccccc1 (stereo not given)	5.0	2.1	-5.9	2.1	5.3	5.6	0.1	-4.2	6.7	-8.6
34	COc1ccccc1C(=O)NCCCNc1ccc([N+](=O)[O-])cc1	4.5	-1.9	0.7	-2.8	-3.9	15.1	-1.7	0.7	7.5	1.3
35	c1ccc(-c2csc3ncnc(N4CCc5ccccc5C4)c23)cc1	-0.9	-0.7	-13.7	-5.3	-2.0	-1.2	4.6	0.1	-3.5	-3.6
36	O=C1c2nc3ccccn3c2C(=O)N1Cc1ccccc1	1.2	-6.7	2.9	-3.1	-8.6	12.0	-3.4	-3.2	-4.1	-8.2
37	NC(=O)c1ccccc1NC(=O)/C=C/c1ccc(Cl)cc1	9.0	-0.5	0.1	-3.5	-3.7	4.4	-3.4	-3.5	-2.7	-1.9
38	CCNC(=O)NC(=O)CSc1ccccc1F	-4.6	-1.1	1.1	3.2	-10.2	7.2	-3.5	-4.2	-4.4	-0.7
39	NC(=O)c1ccccc1N=Cc1ccccn1	-6.6	-136.7	5.6	1.8	0.6	-4.4	i	-125.3	-2.8	-189.3
40	Cc1ccc(OCCOCCNC(C)(C)C)c([N+](=O)[O-])c1	0.9	2.9	14.1	4.2	-3.9	5.8	-5.9	-1.9	-5.1	1.8
41	CCOC(=O)N1CCN(C(=O)c2ccc(SC)cc2OC)CC1	-5.2	7.0	-6.9	-1.0	0.2	-10.5	4.3	1.9	3.4	1.7
42	O=C(NCCn1cc(SCc2ccccc2)c2ccccc21)c1ccccc1F	0.9	1.9	12.3	-9.8	-1.1	-9.6	15.8	10.4*	-2.8	0.3
43	Cc1cc(O)ccc1-c1cc(C(=O)NCc2ccc(F)cc2)[nH]n1	11.0	-2.5	16.1	1.7	2.1	3.2	-3.0	-1.7	5.9	0.7
44	Cc1ccc2nc(-c3ccc(NC(=S)NC4CC(C)(C)NC(C)(C)C4)cc3)sc2c1	-14.5	-62.7	7.1	2.8	-5.8	6.7	i	-197.6	-13.0	-110.0
45	Cc1cc(NC(=O)/C=C/C(=O)N(CC(=O)NC2CCCC2)c2ccc(F)cc2)no1	4.6	0.2	6.9	4.5	10.9	-9.4	-6.7	-7.4	4.2	-9.0
46	CC(=O)Nc1ccc(SCC(=O)N2CCN(S(=O)(=O)c3ccccc3)CC2)cc1	5.1	-0.9	-2.2	6.2	-5.8	16.7	2.2	-1.1	-11.9	-6.1
47	CCOC(=O)C1CCN(C(=O)COC(=O)Cc2ccc(Cl)cc2)CC1	1.4	2.0	0.4	1.9	3.0	-8.2	-7.2	-0.6	4.5	0.2
48	O=[N+]([O-])c1ccc(S(=O)(=O)Nc2ccc(-c3csc(-c4ccccc4)n3)cc2)cc1	11.2	4.9	24.1	-1.7	-0.2	14.5	34.4*	17.3*	-26.4	4.7

Of the compounds above, these have a cyano group:
entry	smiles	TDP2 absorb	PLC-gamma1 inh	ARFGAP1 inh	DDE Tn7 FP inh	Tn6 DDE FP	ASAP1 GAP inh	ADAM10 inh	ADAM17 inh	SIAE primary	PLC-beta3 inh
20	N#CCCn1ncn(-c2ccccc2)c1=S	-6.0	1.9	0.5	-1.2	3.0	-6.4	3.5	-0.4	-2.3	2.8
22	Cc1cc(C)c(C#N)c(Nc2ccc(F)cc2)n1	-2.9	-10.3	-10.6	5.1	4.9	0.2	-2.9	-3.0	-1.7	-17.1

Not a hit list. About 3.6% of those tested had a hit in this group.
